Hck Nef HTS = inhibitors of Nef-activated human Hck kinase, primary screen, biochemical, Z-Lyte FRET, 384-well, Hck-YEEI; Recombinant Hck-YEEI plus Nef, Z-Lyte FRET kinase assay; inhibition, % at 20 µM; 220,000 compounds, 0.68% hits; Tyrosine-protein kinase HCK (Homo sapiens), P08631;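 active means Hck-Nef kinase inhibition above about 50%, limit read from the data; inactive means inhibition below that limit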;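 further: 0% = DMSO with Hck plus Nef and 100% = Hck alone without Nef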
Target sequence (P08631 whole entry, looked up): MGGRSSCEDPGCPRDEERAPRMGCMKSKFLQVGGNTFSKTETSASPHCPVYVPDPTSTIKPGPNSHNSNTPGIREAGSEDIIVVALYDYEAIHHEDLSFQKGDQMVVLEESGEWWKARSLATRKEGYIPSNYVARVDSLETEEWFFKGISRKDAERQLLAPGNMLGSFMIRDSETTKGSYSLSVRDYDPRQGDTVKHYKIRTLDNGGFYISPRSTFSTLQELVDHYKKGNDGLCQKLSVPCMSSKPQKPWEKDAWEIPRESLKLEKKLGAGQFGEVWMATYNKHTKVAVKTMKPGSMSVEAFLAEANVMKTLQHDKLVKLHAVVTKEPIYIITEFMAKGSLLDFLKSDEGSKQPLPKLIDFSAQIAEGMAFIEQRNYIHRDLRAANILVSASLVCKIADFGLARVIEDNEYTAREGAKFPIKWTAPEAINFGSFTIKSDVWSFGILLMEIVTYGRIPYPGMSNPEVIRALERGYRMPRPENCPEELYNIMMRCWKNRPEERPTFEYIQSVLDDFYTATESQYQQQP
Runt-SMMHC FRET = inhibitors of RUNX1 Runt–CBFb-SMMHC binding, primary screen, biochemical, FRET, Cerulean-Runt, Venus-CBFb-SMMHC, uHTS; Cerulean-Runt/Venus-CBFb-SMMHC FRET ratio 530/480, 1 h; inhibition, % at 20 µM; 220,000 compounds, 0.74% hits; AID 1434, 2008;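 active means mean inhibition across duplicate retests at 20 µM reaching about 50%, limit read from the data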;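 further: 0% = DMSO wells and 100% = wells with excess untagged CBFb-SMMHC; inhibitors lower the FRET ratio by blocking Runt binding to CBFb-SMMHC; some results filed as inactive read as strong as hits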
Runt-CBFb FRET = inhibitors of RUNX1 Runt–CBFb binding, primary screen, biochemical, FRET, Cerulean-Runt, Venus-CBFb, uHTS | Cerulean-Runt/Venus-CBFb FRET ratio 530/480, 1 h | 220,000 compounds, 0.46% hits | AID 1496, 2009 | Runt-related transcription factor 1 (Homo sapiens) + Core-binding factor subunit beta … | inhibition, % at 20 µM;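 active means inhibition over about 50% at 20 µM in the single-dose screen, limit read from the data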;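 further: 0% = DMSO wells and 100% = excess unlabeled CBFb competitor control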
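test system = Cerulean-Runt domain fusion protein, energy donor | probe or stimulus = Venus-CBFb binding partner, 100 nM | incubation = two 1 h room-temperature incubations shielded from light | detection = fluorescence energy transfer, 422 nm excitation, 530/480 nm emission | measure = loss of energy transfer signal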
EP2 modulator = EP2 receptor modulators, cAMP readout, primary screen, cell-based, HTRF cAMP, PGE2 stimulation; AID 940, 2007; EP2-expressing cells, cAMP HTRF FRET, PGE2 co-stimulation; induction, % at 25 µM; 260,000 compounds, 0.83% hits; Prostaglandin E2 receptor EP2 subtype (Homo sapiens), P43116;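 active means compounds whose cAMP rise, as percent of the full-agonist control response, exceeds 60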;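 further: rat C6 glioma line stably carrying human EP2 under a CMV promoter; the protocol text gives 20 µM as final concentration; 100% = response of wells given 1 µM PGE2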
Target sequence (P43116 whole entry, looked up): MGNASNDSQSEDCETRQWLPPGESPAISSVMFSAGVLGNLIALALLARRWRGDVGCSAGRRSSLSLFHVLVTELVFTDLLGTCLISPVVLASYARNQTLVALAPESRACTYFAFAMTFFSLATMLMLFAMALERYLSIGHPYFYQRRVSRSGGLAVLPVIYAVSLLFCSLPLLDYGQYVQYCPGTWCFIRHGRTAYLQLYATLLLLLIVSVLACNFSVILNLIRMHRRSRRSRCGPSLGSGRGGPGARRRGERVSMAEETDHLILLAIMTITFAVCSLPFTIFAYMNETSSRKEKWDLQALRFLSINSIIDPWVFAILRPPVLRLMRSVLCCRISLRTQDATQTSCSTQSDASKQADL
L929 necroptosis = inhibitors of zVAD-triggered necroptosis, primary screen, L929 cells | L929 zVAD necroptosis rescue, ATP luminescence, 24 h; with zVAD 60 µM | AID 1377, 2008 | 220,000 compounds, 0.38% hits | viability rescue, % at 10 µM;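 active means activation, scaled between plate controls, above about 75%, limit read from the data; inactive means activation under that limit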;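 further: 0% = zVAD with DMSO and 100% = DMSO alone without zVAD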
RBBP9 inhibitor = human RBBP9 inhibitors, primary screen, biochemical, fluorescence polarization, FP-Rh probe, HTS; recombinant RBBP9; 220,000 compounds, 0.2% hits; inhibition, % at 7.94 µM;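 active means inhibition above the campaign mean of all tested compounds plus 3 SD, cut at about 14% in these data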;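 further: plate controls were DMSO wells with RBBP9 for no effect and wells lacking RBBP9 protein for full effect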
Target sequence (O75884 whole entry, looked up): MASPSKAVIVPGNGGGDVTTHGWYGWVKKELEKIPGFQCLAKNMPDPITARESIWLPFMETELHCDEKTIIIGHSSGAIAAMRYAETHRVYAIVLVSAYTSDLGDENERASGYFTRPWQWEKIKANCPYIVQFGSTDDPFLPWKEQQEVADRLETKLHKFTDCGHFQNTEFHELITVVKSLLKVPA
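Assay system: recombinant human RBBP9; Reagent: Serine-hydrolase probe FP-Rh, 375 nM pre-mixing; Doses: 7.94 µM single dose, 0.794% DMSO; Incubation: 30 min then 45 min, 25 °C; Detection: fluorescence polarization (mP), excitation 525 nm, emission 598 nm; Evaluation: percent inhibition from mP, scaled between DMSO and no-protein wells.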
PGE2 EP2 inh = human EP2 receptor antagonists, primary screen, TR-FRET cAMP, C6 glioma cells | Prostaglandin E2 receptor EP2 subtype (Homo sapiens), P43116 | C6 glioma cells expressing human EP2; cells stimulated with saturating PGE2 | inhibition, % at 25 µM | 260,000 compounds, 0.52% hits;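 active means percent inhibition above 40 after rounding to a whole number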;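 further: rat C6 glioma host cells with rolipram phosphodiesterase inhibitor present; the protocol text gives 20 µM as final concentration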
PERK inhibitor = block of dimerizer-induced PERK translation repression, primary screen, PERK inhibitor project, CHO PERK-DD cells, SEAP luminescence, HTS. Eukaryotic translation initiation factor 2-alpha kinase 3 (Homo sapiens), Q9NZJ5. CHO PERK-DD fusion, SEAP luminescence translation reporter. inhibition, % at 5.6 µM. 220,000 compounds, 0.17% hits;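 active means inhibition above the mean inhibition of all tested compounds plus 3 SD, set separately per screening campaign, cut at about 2.9% in these data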;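 further: PERK kinase domain activated by AP20187 dimerizer at 100 nM; 0% = DMSO with dimerizer and 100% = rapamycin at 8.4 µM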
TNF necrop inh = inhibitors of TNF-alpha triggered necroptosis, primary screen, cell-based, Jurkat FADD-/-, single concentration | Jurkat FADD-/- TNF necroptosis rescue, ATP luminescence, 24 h; 0 = TNF only, 100 = no-TNF cells | activation (protection from cell death), % at 10 µM | AID 463075, 2010 | 220,000 compounds, 0.068% hits;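 active means activation, meaning protection from cell death, of at least 50% relative to plate controls; inactive means activation below 50%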;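 further: necroptosis triggered by 40 ng/mL TNF-alpha added together with compound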
* marks the source's active call; other numbers are inactive results; & = joins results of further samples. Only part of the results is shown, so the mix of outcomes need not match the whole.

Results for Cc1ccccc1C(=O)NC(CC(C)C)C(=O)OCc1cc(=O)n2cc(Br)ccc2n1 (stereo not given) ?
Hck Nef HTS: -9; Runt-SMMHC FRET: 0; Runt-CBFb FRET: -2; EP2 modulator: 41; L929 necroptosis: 0.3; RBBP9 inhibitor: -8; PGE2 EP2 inh: 13; PERK inhibitor: 0.2; TNF necrop inh: 0.6

How did O=C(COc1cccc(NC(=O)c2ccccc2)c1)c1ccc(F)cc1 do in these assays?
Hck Nef HTS: 6; Runt-SMMHC FRET: -5; Runt-CBFb FRET: -7; EP2 modulator: -63; L929 necroptosis: 0.5; RBBP9 inhibitor: -1; PGE2 EP2 inh: 15; PERK inhibitor: -0.9; TNF necrop inh: 1.5

What do the screens show for `COCCCNc1ccnc2c(Cl)cccc12`?
Hck Nef HTS: -1; Runt-SMMHC FRET: -1; Runt-CBFb FRET: -1; EP2 modulator: -26; L929 necroptosis: 1.9; RBBP9 inhibitor: -5; PGE2 EP2 inh: 15; PERK inhibitor: 0.7; TNF necrop inh: 0.2

How did CN(C)C(=O)N1CCNCC1 do in these assays?
Hck Nef HTS: 24; Runt-SMMHC FRET: 0; Runt-CBFb FRET: 4; EP2 modulator: 30; L929 necroptosis: 3.1; RBBP9 inhibitor: -15; PGE2 EP2 inh: 6; PERK inhibitor: 0.8; TNF necrop inh: 0.4

What do the screens show for `Nc1nc(SCC(=O)c2cc3ccccc3o2)n[nH]1`?
Hck Nef HTS: -1; Runt-SMMHC FRET: 0; Runt-CBFb FRET: 8; EP2 modulator: 13; L929 necroptosis: 0.6; RBBP9 inhibitor: -1; PGE2 EP2 inh: 9; PERK inhibitor: 1.2; TNF necrop inh: -0.6

How did CCOC(=O)CC1C(=O)NCCN1C(=O)NC1CCCCC1 (stereo not given) do in these assays?
Hck Nef HTS: -21; Runt-SMMHC FRET: -3; Runt-CBFb FRET: 0; EP2 modulator: -3; L929 necroptosis: -0.4; RBBP9 inhibitor: -8; PGE2 EP2 inh: 1; PERK inhibitor: -0.6; TNF necrop inh: 0.4

How did CCOC(=O)C(=O)N(Nc1ccc(C)cc1)c1ccc(C)cc1 do in these assays?
Hck Nef HTS: -7; Runt-SMMHC FRET: 30; Runt-CBFb FRET: -1; EP2 modulator: 24; L929 necroptosis: -0.8; RBBP9 inhibitor: -1; PGE2 EP2 inh: 8; PERK inhibitor: 0.1; TNF necrop inh: 1.5

What do the screens show for `CCN1CCN(c2ccc(NC(=O)Cc3ccccc3)cc2)CC1`?
Hck Nef HTS: 15; Runt-SMMHC FRET: -1; Runt-CBFb FRET: 0; EP2 modulator: 5; L929 necroptosis: -0.1; RBBP9 inhibitor: -5; PGE2 EP2 inh: 2; PERK inhibitor: -0.4; TNF necrop inh: 0.6

Results for CC1(c2ccc(OC(F)F)cc2)NC(=O)N(CC(=O)NC2CCCCC2)C1=O (stereo not given) ?
Hck Nef HTS: 0; Runt-SMMHC FRET: 4; Runt-CBFb FRET: 0; EP2 modulator: -3; L929 necroptosis: 0.3; RBBP9 inhibitor: -7; PGE2 EP2 inh: 6; PERK inhibitor: -0.7; TNF necrop inh: -2.4

How did O=C(NCc1ccccc1)c1ccc2c(=O)n(CCCN3CCCC3=O)c(=S)[nH]c2c1 do in these assays?
Hck Nef HTS: 5; Runt-SMMHC FRET: 2; Runt-CBFb FRET: 3; EP2 modulator: -7; L929 necroptosis: 0.0; RBBP9 inhibitor: 0; PGE2 EP2 inh: 5; PERK inhibitor: -0.1; TNF necrop inh: 0.3

How did CN(CC(=O)Nc1ccc(C#N)cc1)Cc1ccc(Cl)cc1 do in these assays?
Hck Nef HTS: 1; Runt-SMMHC FRET: 2; Runt-CBFb FRET: 0; EP2 modulator: -35; L929 necroptosis: 3.0; RBBP9 inhibitor: -10; PGE2 EP2 inh: 8; PERK inhibitor: -1.1; TNF necrop inh: -0.6

Results for Cc1cccc(NC(NC(=O)c2ccccc2[N+](=O)[O-])C(Cl)(Cl)Cl)c1 (stereo not given) ?
Hck Nef HTS: 5; Runt-SMMHC FRET: 6; Runt-CBFb FRET: 2; EP2 modulator: 5; L929 necroptosis: 0.4; RBBP9 inhibitor: -7; PGE2 EP2 inh: 10; PERK inhibitor: 0.4; TNF necrop inh: 2.2

Results for Nn1c(-c2cccs2)nc2sc3c(c2c1=O)CCCC3 ?
Hck Nef HTS: 5; Runt-SMMHC FRET: 3; Runt-CBFb FRET: 2; EP2 modulator: -14; L929 necroptosis: 21; RBBP9 inhibitor: -10; PGE2 EP2 inh: 2; PERK inhibitor: -0.6; TNF necrop inh: -7.7

What do the screens show for `COc1ccc(C(=O)NCC(=O)OCC(=O)N2N=C(c3ccc(Cl)cc3)CC2c2ccco2)cc1OC` (stereo not given)?
Hck Nef HTS: 21; Runt-SMMHC FRET: -10; Runt-CBFb FRET: -11; EP2 modulator: 43; L929 necroptosis: -0.6; RBBP9 inhibitor: -7; PGE2 EP2 inh: 3; PERK inhibitor: -0.7; TNF necrop inh: -0.9

What do the screens show for `O=c1c(-c2ccc(F)cc2)coc2cc(O)ccc12`?
Hck Nef HTS: 1; Runt-SMMHC FRET: 2; Runt-CBFb FRET: -1; EP2 modulator: 3; L929 necroptosis: -0.1; RBBP9 inhibitor: -6; PGE2 EP2 inh: 10; PERK inhibitor: 2.1; TNF necrop inh: -3.7

How did Cc1cc2ccccc2n2c(SCC(=O)Nc3ccc(S(=O)(=O)N4CCCCC4)cc3)nnc12 do in these assays?
Hck Nef HTS: 0; Runt-SMMHC FRET: -3; Runt-CBFb FRET: -8; EP2 modulator: -38&18; L929 necroptosis: 2.0; RBBP9 inhibitor: -4; PGE2 EP2 inh: 6&16; PERK inhibitor: -1.2; TNF necrop inh: 1.2

Results for CCc1nc2n[nH]c(N)c2c2c1CSC(C)(C)C2 ?
Hck Nef HTS: 5; Runt-SMMHC FRET: 1; Runt-CBFb FRET: -1; EP2 modulator: -4; L929 necroptosis: -0.4; RBBP9 inhibitor: 4; PGE2 EP2 inh: 5; PERK inhibitor: 0.9; TNF necrop inh: -4.2

How did COCC1=C(C(=O)OC)C(c2ccco2)n2ncnc2N1 (stereo not given) do in these assays?
Hck Nef HTS: 6; Runt-SMMHC FRET: -4; Runt-CBFb FRET: 2; EP2 modulator: 1; L929 necroptosis: 2.7; RBBP9 inhibitor: -4; PGE2 EP2 inh: 7; PERK inhibitor: 1.0; TNF necrop inh: 2.6

Results for COc1cc(C(=O)NCC(C)C)c([N+](=O)[O-])cc1OC ?
Hck Nef HTS: -1; Runt-SMMHC FRET: 0; Runt-CBFb FRET: 0; EP2 modulator: 4; L929 necroptosis: -0.1; RBBP9 inhibitor: -5; PGE2 EP2 inh: 6; PERK inhibitor: -0.1; TNF necrop inh: -2.3

Results for Cc1ccc(/C=N/N2CCN(Cc3ccccc3)CC2)s1 ?
Hck Nef HTS: -1; Runt-SMMHC FRET: 1; Runt-CBFb FRET: -1; EP2 modulator: -20; L929 necroptosis: -0.1; RBBP9 inhibitor: -4; PGE2 EP2 inh: 9; PERK inhibitor: -1.4; TNF necrop inh: -3.0

What do the screens show for `COc1cc(C)c(NC(=O)C(=S)NCCc2ccccc2)cc1C`?
Hck Nef HTS: 29; Runt-SMMHC FRET: 34; Runt-CBFb FRET: 51*; EP2 modulator: -8; L929 necroptosis: 2.5; RBBP9 inhibitor: 4; PGE2 EP2 inh: 9; PERK inhibitor: 0.1; TNF necrop inh: 6.8

How did Cc1cc(C)nc(NC(=O)c2c(-c3ccccc3Cl)noc2C)n1 do in these assays?
Hck Nef HTS: -1; Runt-SMMHC FRET: 1; Runt-CBFb FRET: 1; EP2 modulator: 12; L929 necroptosis: 0.1; RBBP9 inhibitor: -10; PGE2 EP2 inh: 6; PERK inhibitor: 0.7; TNF necrop inh: -1.5

What do the screens show for `CC(C)(C)c1ccc(-n2nc(C#N)c(Cl)cc2=O)cc1`?
Hck Nef HTS: 26; Runt-SMMHC FRET: 1; Runt-CBFb FRET: 3; EP2 modulator: -56; L929 necroptosis: 6.4; RBBP9 inhibitor: 7; PGE2 EP2 inh: 6; PERK inhibitor: -0.7; TNF necrop inh: -17

What do the screens show for `CC1Cc2ccccc2N1C(=O)CN1C(=O)CN(C)C(=O)c2ccccc21` (stereo not given)?
Hck Nef HTS: -20; Runt-SMMHC FRET: -5; Runt-CBFb FRET: 0; EP2 modulator: -18; L929 necroptosis: -0.6; RBBP9 inhibitor: -12; PGE2 EP2 inh: 20; PERK inhibitor: -1.4; TNF necrop inh: -0.2

How did Cc1cccc2cc(C#N)c(SCC(=O)NNC(=O)Cc3ccccc3)nc12 do in these assays?
Hck Nef HTS: -1; Runt-SMMHC FRET: 0; Runt-CBFb FRET: 2; EP2 modulator: 11; L929 necroptosis: -0.1; RBBP9 inhibitor: -6; PGE2 EP2 inh: 10; PERK inhibitor: 0.9; TNF necrop inh: -5.1

How did C/C(Cn1nnc2ccccc21)=N\OC(=O)c1cc(F)c(F)cc1Cl do in these assays?
Hck Nef HTS: -1; Runt-SMMHC FRET: -1; Runt-CBFb FRET: 0; EP2 modulator: -11; L929 necroptosis: 0.4; RBBP9 inhibitor: -1; PGE2 EP2 inh: 6; PERK inhibitor: 1.2; TNF necrop inh: 0.3

How did CN(Cc1cccs1)C(=O)Cc1csc(-c2ccccc2)n1 do in these assays?
Hck Nef HTS: 20; Runt-SMMHC FRET: -1; Runt-CBFb FRET: 0; EP2 modulator: -38; L929 necroptosis: -1.1; RBBP9 inhibitor: -1; PGE2 EP2 inh: 13; PERK inhibitor: 0.1; TNF necrop inh: 1.4

What do the screens show for `CN(CCO)C(=O)C(c1ccccc1)c1ccccc1`?
Hck Nef HTS: 18; Runt-SMMHC FRET: -2; Runt-CBFb FRET: 0; EP2 modulator: 14; L929 necroptosis: -0.1; RBBP9 inhibitor: -2; PGE2 EP2 inh: 9; PERK inhibitor: 0.3; TNF necrop inh: 0.7
